Screening data from PubChem BioAssay.
Mac1 fbg enh: increases human CD11b/CD18 adhesion to fibrinogen | actives 0.07% (n = 93,000) | AID 1499 | K562 CD11b/CD18 adhesion to fibrinogen, ATPlite luminescence | activation, % at 10 µM;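 active = 10 µM primary screen giving 50% or more activity, confirmed by 40% or more on retest at that dose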; note: strong numbers were not always called active; reference of the scale not given here
Target sequence (P05107 whole entry, looked up, other chains not shown): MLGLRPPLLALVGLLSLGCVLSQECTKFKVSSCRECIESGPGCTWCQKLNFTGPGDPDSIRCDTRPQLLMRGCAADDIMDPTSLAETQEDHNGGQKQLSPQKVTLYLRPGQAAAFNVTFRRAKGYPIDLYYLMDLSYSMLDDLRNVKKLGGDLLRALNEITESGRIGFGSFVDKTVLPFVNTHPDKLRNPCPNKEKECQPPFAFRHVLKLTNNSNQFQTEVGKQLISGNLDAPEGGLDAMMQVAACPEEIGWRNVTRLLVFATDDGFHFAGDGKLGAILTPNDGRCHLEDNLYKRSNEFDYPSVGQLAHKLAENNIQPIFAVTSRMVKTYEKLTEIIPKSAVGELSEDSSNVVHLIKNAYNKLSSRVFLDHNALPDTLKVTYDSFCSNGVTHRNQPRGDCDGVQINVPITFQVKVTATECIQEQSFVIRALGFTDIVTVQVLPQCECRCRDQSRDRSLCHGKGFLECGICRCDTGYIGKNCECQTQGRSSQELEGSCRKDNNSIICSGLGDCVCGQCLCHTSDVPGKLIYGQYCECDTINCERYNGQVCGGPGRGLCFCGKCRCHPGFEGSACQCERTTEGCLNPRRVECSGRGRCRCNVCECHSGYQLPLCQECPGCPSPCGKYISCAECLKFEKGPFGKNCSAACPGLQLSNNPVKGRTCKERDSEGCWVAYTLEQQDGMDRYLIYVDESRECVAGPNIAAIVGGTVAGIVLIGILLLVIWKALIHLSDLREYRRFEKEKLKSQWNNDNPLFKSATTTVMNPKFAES
An asterisk follows results filed as active.

SMILES | Mac1 fbg enh
C/C(=N\NC(=O)c1ccccc1)c1cc2cc([N+](=O)[O-])ccc2oc1=O | 3.8
Cn1[nH]c(=O)c(Cl)c(Cl)c1=O | -4.8
COc1cccc2c(SCC(=O)N/N=C/c3ccccc3)cc(C)nc12 | 10.6
Cc1ccc(S(=O)(=O)NCC23C=CC(O2)C2C(=O)N(c4ccccc4)C(=O)C23)cc1 (configuration not stated) | -1.8
COc1ccc2cc(/C=N/NC(=O)c3ccc(CN(c4ccc(C)c(C)c4)S(C)(=O)=O)cc3)c(Cl)nc2c1 | 78.0
COc1ccc(Nc2nnc(C)c(=O)[nH]2)cc1 | -5.3
CCc1nccn1-c1cc(C(C)(C)C)nc2c(-c3ccc(Cl)cc3)cnn12 | 13.8
COc1ccc(NC(=O)COC(=O)C2CCC(C(C)(C)C)CC2)c([N+](=O)[O-])c1 (configuration not stated) | -4.1
COCCNC(=O)c1onc(CSc2cccc(Cl)c2)c1C(=O)O | 3.2
CCC1(C)Cc2c(sc3nnn(CC(=O)Nc4cccc5ccccc45)c(=O)c23)CO1 (configuration not stated) | 3.1
O=C(Cc1ccccc1)Nc1ccc(SC(F)F)cc1 | 0.3
CCN(CC)S(=O)(=O)c1cccc(C(=O)N[C@H](C(=O)Nc2nc3ccccc3s2)C(C)C)c1 | -0.1
O=C(NNC1=NCCC1)c1ccc(Br)cc1 | -1.1
C/C(CC(C)C)=N\NC(=O)Nc1ccccc1 | 4.6
O=C(NCc1cn(-c2ccccc2)nc1-c1ccc(F)cc1)c1cccc([N+](=O)[O-])c1 | 3.1
Cc1ccccc1N(CC(=O)N/N=C/c1ccc(Cl)cc1)C(=O)c1ccccc1 | -0.7
CCCn1c(-c2cccc([N+](=O)[O-])c2)nc2c1c(=O)[nH]c(=O)n2Cc1ccccc1 | 1.0
CCOC(=O)C(/C(C)=N/NC(=O)c1ccccc1[N+](=O)[O-])C(C)C (configuration not stated) | -1.5
CCCCc1c(O)nc2ccccn2c1=O | 0.4
CCOc1ccc2c(=O)c(-c3ccc4c(c3)OCCCO4)c(C)oc2c1 | 3.0
O=C(Nc1nc(=O)c2ccccc2s1)c1ccc(Cl)cc1 | 15.2
Brc1ccc(-c2csc(-c3c[nH]c4ccccc34)n2)cc1 | -1.1
CC(=O)N1Cc2ccccc2C(C)CC12CCCC2 (configuration not stated) | 1.8
COc1cc(/C=N/NC(=O)c2cc(C34CC5CC(CC(C5)C3)C4)[nH]n2)ccc1O | 4.2
Cc1nc(Nc2ccccc2)sc1-c1ccccc1 | -3.1
CC(=O)c1nn(-c2cccc(Br)c2)cc1C(=O)c1ccc(Br)cc1 | 18.7
CS(=O)(=O)N(CC(=O)Nc1c(F)cccc1F)c1cccc([N+](=O)[O-])c1 | -4.0
NS(=O)(=O)c1ccc(CNC(=O)CC23CC4CC(CC(C4)C2)C3)cc1 | -3.3
C=CCSc1nc2sc(-c3ccccc3)cc2c(=O)n1N | -3.9
O=C(Nc1ccc2oc(-c3ccc4ccccc4c3)nc2c1)c1ccc2c(c1)OCCO2 | 26.7
Cc1ccc(NN2C(=O)C=CC2=O)cc1 | 0.2
CCOC(=O)N1CCc2c(sc3nc(SC(C)C)n(N)c(=O)c23)C1 | -2.8
CCOC(=O)/C(C#N)=C\c1c(OCC)n(CC)c2ccccc12 | 3.0
COc1ccc(Oc2ccccc2/C=N/O)cc1 | -0.8
CCCCC(=O)Nc1cccc(NC(=S)NC(=O)C(C)C)c1 | -0.4
CCCC(=O)Nc1ccc(C(=O)NNC(=O)COc2ccc(Br)c(C)c2)cc1 | 15.4
COc1ccc(-c2nnc(Nc3ccc(CC(N)=O)cc3)c3ccccc23)cc1 | -3.6
COc1cc(CNC(=O)c2cccc(COc3ccc(Cl)cc3)c2)cc(OC)c1 | -3.3
O=C(CN1N=C(c2ccc(Cl)cc2)CCC1=O)NCc1cccnc1 | -1.0
Cc1cccc2sc(NC(=O)C3c4ccccc4Oc4ccccc43)nc12 | -0.1
CC1CCCN(S(=O)(=O)c2ccc(C(=O)Nc3ccccc3-c3nc4ccccc4[nH]3)cc2)C1 (configuration not stated) | 22.8
CC(C)C(=O)Nc1ccccc1C(=O)OCC(=O)c1ccc2c(c1)OCCO2 | 17.8
O=C(NC12CC3CC(CC(C3)C1)C2)C12CC3CC(C1)CC(n1cnc(Cl)n1)(C3)C2 | 0.4
COc1cc(/C=N/O)cc(Br)c1OCc1ccc(Cl)cc1 | 1.6
CC[n+]1c(/C=C/Nc2ccccc2)oc2ccccc21 | -0.3
CCOC(=O)c1c(C2CC2)csc1NC(=O)COC(=O)CCS(=O)(=O)c1ccc(C)cc1 | 14.5
O=C(c1ccc([N+](=O)[O-])cc1)n1nc(-c2ccccc2)nc1NCc1ccc(F)cc1 | -0.4
CCc1nnc(NS(=O)(=O)c2ccc(NC(=S)NC(=O)c3ccc(OC)cc3)cc2)s1 | -3.6
Nc1cccc2c1C(=O)N(C(=O)c1cccc(S(=O)(=O)N3CCCCCC3)c1)C2=O | -2.6
O=C(c1ccccc1NS(=O)(=O)c1ccccc1[N+](=O)[O-])N1CCOCC1 | -3.9
CNc1cc(CSC)nc(SCc2ccc(Cl)c(Cl)c2)n1 | -2.6
COc1ccc(COC(=O)N/N=C(\C)CC(=O)Nc2c(C)cc(C)cc2C)cc1 | -0.6
C/C(=N\NC(=O)c1ccc(OC2CCCC2)cc1)c1ccc(C)s1 | 6.7
Cc1cc(C)cc(NC(=O)c2ccc(S(=O)(=O)C(F)F)cc2)c1 | 7.4
CCc1c(C#N)c(SCCC(=O)Nc2cccc(OC)c2)nc2c1C(=O)CC(C)(C)C2 | -4.6
COc1ccc(-c2cc(C(=O)OC(C)C(=O)Nc3c(C)n(C)n(-c4ccccc4)c3=O)c3ccccc3n2)cc1 (configuration not stated) | 3.7
O=C(c1ccc(Cl)c([N+](=O)[O-])c1)N(Cc1ccccc1)C1CCS(=O)(=O)C1 (configuration not stated) | -4.5
CCOC(=O)c1c(C)[nH]c(C(=O)COC(=O)CNC(=O)c2ccc(Br)cc2)c1C | 1.1
O=C(CN1CCOCC1)N/N=C/c1cc2ccccc2nc1Cl | 1.0
CCOc1ccc(S(=O)(=O)Nc2nc3ccccc3nc2Nc2ccc(N3CCOCC3)cc2)cc1 | 7.7

Molecules from the list above with fluorine, in the order listed:
SMILES | Mac1 fbg enh
O=C(Cc1ccccc1)Nc1ccc(SC(F)F)cc1 | 0.3
O=C(NCc1cn(-c2ccccc2)nc1-c1ccc(F)cc1)c1cccc([N+](=O)[O-])c1 | 3.1
CS(=O)(=O)N(CC(=O)Nc1c(F)cccc1F)c1cccc([N+](=O)[O-])c1 | -4.0
O=C(c1ccc([N+](=O)[O-])cc1)n1nc(-c2ccccc2)nc1NCc1ccc(F)cc1 | -0.4
Cc1cc(C)cc(NC(=O)c2ccc(S(=O)(=O)C(F)F)cc2)c1 | 7.4

The list goes on:
SMILES | Mac1 fbg enh
CN(c1ccccc1)S(=O)(=O)c1cccc(NC(=O)Cn2cnc3c2c(=O)n(C)c(=O)n3C)c1 | 4.0
O=C(Cc1cccc2ccccc12)NN1C(=O)C2C(C1=O)C1C=CC2C12CC2 (configuration not stated) | 1.5
COC(=O)c1ccc(NC(=O)COC(=O)CSc2nc(C)cc(C)n2)cc1 | 3.2
CCN(CC)CCNC(=S)Nc1ccc(Cl)cc1 | 1.0
Cc1sc2ncnc(SCC(=O)NCC(C)C)c2c1C | 1.9
Nc1nccnc1C(=O)OCC(=O)Nc1cccc(S(=O)(=O)N2CCCCC2)c1 | 13.6
Cc1ccc(C(=O)Nc2nnc(C)s2)o1 | 0.4
CCCCNC(=O)c1onc(CCl)c1C(=O)OC | -1.3
Cc1ccc2c(COC(=O)CNC(=O)c3ccccc3)cc(=O)oc2c1 | -1.8
CC(Oc1ccc(Cl)cc1Cl)C(=O)NC1=NN(c2ccccc2)C(=O)C1 (configuration not stated) | -3.1
CC(C)C(=O)NC(=S)Nc1ccc(S(=O)(=O)N(C)Cc2ccccc2)cc1 | -1.2
CCOc1ccccc1/C=N/Nc1ccccc1[N+](=O)[O-] | -5.1
COC(=O)C1CSc2[nH]c(=O)sc2C1c1ccccc1 (configuration not stated) | 0.7
O=C(/C=C/c1cc([N+](=O)[O-])ccc1OC(F)F)NCc1ccc(F)cc1 | -2.9
Cc1cc(/C=C(\C#N)C(=O)Nc2ccc(F)cc2)c(C)n1-c1ccc(N2CCOCC2)c([N+](=O)[O-])c1 | 6.6
O=c1c2c3c(sc2nc2n1N=C(c1cccs1)CS2)CCCC3 | -1.9
Cc1ccc([N+](=O)[O-])cc1NC(=O)CCSc1ccc(Cl)cc1 | 2.3
COCCn1c(-c2ccco2)csc1=Nc1cccnc1 | 7.9
CCOc1cc(C(=S)N2CCCCC2)ccc1OS(=O)(=O)c1ccc(Br)cc1 | 4.5
COc1ccc2c(c1)SC(C)CC2=O (configuration not stated) | -0.5

Another view of part of the listing above:
Compound,Mac1 fbg enh
COC(=O)C1CSc2[nH]c(=O)sc2C1c1ccccc1 (configuration not stated),0.7
COCCn1c(-c2ccco2)csc1=Nc1cccnc1,7.9
Cc1ccc2c(COC(=O)CNC(=O)c3ccccc3)cc(=O)oc2c1,-1.8
CCOc1cc(C(=S)N2CCCCC2)ccc1OS(=O)(=O)c1ccc(Br)cc1,4.5
Cc1ccc([N+](=O)[O-])cc1NC(=O)CCSc1ccc(Cl)cc1,2.3

Later entries:
SMILES | Mac1 fbg enh
O=C(COC(=O)c1cccc2c1C(=O)c1ccccc1C2=O)NC1CCCCC1 | 4.3
OCCN1CCN(CCOc2cccc(Cl)c2)CC1 | -4.0
Cc1cc(N2CCN(c3ccccn3)CC2)n2cc(-c3ccccc3)nc2n1 | 9.1
CC(C)Oc1cc(NC(=O)CS(=O)CC(=O)Nc2cccc(C(F)(F)F)c2)c(Cl)cc1Cl (configuration not stated) | -3.9
CC(C)c1ccc2[nH]c(O)c(N=NC(=O)c3ccc(CSc4nncn4C)cc3)c2c1 | 33.4
O=C(/C=C/c1ccc(Cl)cc1)N1CCN(c2ncccn2)CC1 | -1.5
CC(=O)C1=C(c2ccccc2)OC(N)=C(C#N)C1c1ccccc1C (configuration not stated) | 2.2
Cc1ccc(-c2csc(=S)n2CC(=O)OCC(=O)NCc2ccc(F)cc2)cc1 | -0.7
Cc1ccc2[nH]cc(CCCN3C(=O)c4ccccc4C3=O)c2c1 | -1.9
O=C(COc1ccccc1)OC(C(=O)c1ccccc1)c1ccccc1 (configuration not stated) | 0.2
C=CCCC(=O)Nc1nc(C)c(-c2csc(Nc3cc(OC)ccc3OC)n2)s1 | 1.2
Cc1ccc[n+](CC(=O)Nc2ccc([N+](=O)[O-])cc2Cl)c1 | -0.9
FC(F)(F)c1ccccc1NC(=S)N1CCN(c2ncccn2)CC1 | 0.3
Cc1cc(C)cc(CC(Cc2nc3ccccc3[nH]2)c2nc3ccccc3[nH]2)c1 (configuration not stated) | -10.5
O=C(O)c1cnc(-c2ccccc2)nc1Sc1ccc(Cl)cc1 | -11.6
COc1ccc(N(CCN2C(=O)c3ccccc3C2=O)C(=O)c2cccc([N+](=O)[O-])c2)cc1 | -3.7
CCC(=O)c1ccc(OCC(O)CN(CCc2ccccc2)Cc2ccccc2)cc1 (configuration not stated) | -3.3
COc1ccc(-c2c(C#N)c(N)nc3sc(C(=O)c4ccccc4)c(N)c23)cc1 | 44.1
CN(C)S(=O)(=O)c1ccc(C(=O)Nc2ccc(S(=O)(=O)NC3=NCCCCC3)cc2)cc1 | 0.9
O=C(Nc1nc(-c2ccccc2)cs1)C1c2ccccc2Oc2ccccc21 | 33.4
COc1ccccc1NC(=O)C/C(N)=N/O | -3.1
CC(C)CC(=O)NN1CCCCC1 | -3.9
COc1ccc(Br)cc1/C=C/C(=O)c1ccc(NC(C)=O)cc1 | 14.0
Cc1ccc(C(=O)N2CCN(c3ccc([N+](=O)[O-])c(NCc4ccco4)c3)CC2)cc1 | 2.7
Cc1cccc(N(CC(=O)N2CCOCC2)S(C)(=O)=O)c1C | -3.2
NC(=O)CC1Nc2cccc3cccc(c23)NC1=O (configuration not stated) | 0.5
COC(=O)CN(C(=S)Nc1ccc(F)cc1)C1CC(=O)N(c2ccccc2)C1=O (configuration not stated) | 1.2
COc1ccc(NC(=S)Nc2cc(C)cc(C)n2)cc1OC | 6.6
CSc1nc(Cl)c(Cc2ccc(OCC(C)C)cc2)c(N2CCOCC2)n1 | -6.3
COc1ccc(-c2oc(NC(=O)CSc3nncn3C)c(C#N)c2-c2ccc(OC)cc2)cc1 | -0.2
CC(=O)NCCNC(=O)CCNC(=O)c1ccc(Cl)cc1 | 0.7
COc1nc(-c2ccccc2Cl)ccc1C#N | -3.8
CN1CCc2nc3sc(C(=O)C45CC6CC(CC(C6)C4)C5)c(N)c3cc2C1 | 117.7*
Cc1cc(OCc2cc3c(cc2Cl)OCO3)c2c(C)cc(=O)oc2c1 | 23.7
COc1cccc(NC(=O)C(OC(=O)/C=C/c2ccc3c(c2)OCO3)c2ccccc2)c1 (configuration not stated) | 0.9
O=[N+]([O-])c1cc(-c2nnc(Nc3ccccc3)c3ccccc23)ccc1N1CCOCC1 | 6.0
CCN(CC)S(=O)(=O)c1cc(NC(=O)Cn2cnc3ccccc3c2=O)ccc1C | 4.7
O=C(COc1ccc2ccccc2c1)N1c2ccccc2Sc2ccccc21 | -8.1
CC(=C/c1ccccc1)/C=N/NC(=O)c1cc(C)oc1C | -1.7
COc1ccccc1N1CCN(/N=C/c2c(C)nn(-c3ccccc3)c2C)CC1 | 1.4
COc1ccc(N2CCN(C(=O)CSc3nnc4c(C)cc5cc(C)ccc5n34)CC2)cc1 | -6.2
O=c1[nH]c(SCc2nc3ccccc3n2Cc2ccccc2)nc2ccccc12 | -5.9
COc1cc(OC)cc(C(=O)NNC(=O)c2ccccn2)c1 | 6.8
COCCNC(=S)N/N=C/c1ccc(OCc2ccc(C(=O)OC)cc2)cc1 | 63.6

A portion of the library, so the mix of outcomes need not match the whole.
